# Compound activity from PubChem.
# HDAC3 inhib: human HDAC3 inhibition. O15379. recombinant HDAC3, fluorogenic peptide/trypsin coupled, fluorescence. inhibition, % at 8.3 µM. 320,000 tested, 0.15% active. AID 2718; in the data active = inhibition above about 26%, passing the limit was not always enough; inconclusive = no clear call, values can overlap the other calls
# Target sequence (O15379 whole entry, looked up): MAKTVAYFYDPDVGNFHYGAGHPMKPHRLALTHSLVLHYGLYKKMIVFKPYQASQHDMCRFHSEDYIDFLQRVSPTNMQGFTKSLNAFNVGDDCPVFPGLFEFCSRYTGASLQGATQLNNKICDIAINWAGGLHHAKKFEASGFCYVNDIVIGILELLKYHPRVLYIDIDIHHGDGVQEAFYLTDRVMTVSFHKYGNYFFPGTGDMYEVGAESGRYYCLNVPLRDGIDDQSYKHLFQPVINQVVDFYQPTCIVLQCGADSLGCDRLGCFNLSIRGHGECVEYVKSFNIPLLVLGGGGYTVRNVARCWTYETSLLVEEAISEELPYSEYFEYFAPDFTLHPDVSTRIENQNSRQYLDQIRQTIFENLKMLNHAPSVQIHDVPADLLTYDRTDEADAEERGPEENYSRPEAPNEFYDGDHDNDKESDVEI
# AI-2 QS mod: modulates the Vibrio harveyi AI-2 quorum sensing system; 300,000 tested, 0.4% active; Vibrio harveyi JMH597 AI-2 luminescence/OD600 ratio, 9 h; hits give low values; strain lacks LuxN and CqsS sensors; 0 = neutral-control median; activity change, % at 7.5 µM; AID 2094; in the data active = activity change below about -75%, passing the limit was not always enough; inconclusive = no clear call, values can overlap the other calls;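 note: luminescence divided by OD600 gain over 9 h not by final OD600 alone; inactives centre near 13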
# HSF-1 act: increases HSF-1 driven luciferase reporter signal; NIH3T3-HGL HSF-1 luciferase reporter, MG132, 8 h; 100% = twice DMSO control signal; activation, % at 9 µM; 300,000 tested, 1.7% active; AID 504408;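 active = mean replicate activation of at least 50% with a set share of replicates each reaching 50%; inconclusive = only one of those two conditions met; inactive = mean below 50% and too few replicates reaching it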;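 note: 0% = median of the neutral control wells and 100% = twice that signal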
# IEC-6 cytotox: counter-screen for KLF5 inhibitors: cytotoxicity in IEC-6 cells; 290,000 tested, 0.78% active; AID 1825; IEC-6 cytotoxicity, luminescence viability; inhibition, % at 5 µM; in the data active = inhibition above about 22%;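 note: 0% = plate median of test compound wells and 100% = cytotoxic reference compound wells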
# KLF5 inh: kruppel-like factor 5 inhibition; DLD-1 KLF5 promoter-luciferase reporter, luminescence; inhibition, % at 5 µM; 290,000 tested, 0.23% active; AID 1700;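 active = inhibition above a per-plate limit of that plate's mean compound inhibition plus 3 SD, cut at about 60% in these data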;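 note: 0% = DMSO wells and 100% = LY294002 at 200 µM; higher means less KLF5 promoter-driven luciferase light; inactives centre near -14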
# HSP90 inh: inhibitors of HSP90 luciferase refolding in rabbit reticulocyte lysate | 290,000 tested, 0.91% active | AID 1789 | inhibition, % at 5.6 µM | luciferase refolding luminescence, 3 h;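 active = inhibition above the screen-wide mean plus 3 SD, computed separately per campaign, cut at about 16% in these data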;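 note: 0% = DMSO wells and 100% = 60 µM geldanamycin wells; inhibitors lower the luminescence because luciferase stays unfolded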
# HSF1 inh: HSF1 inhibition. NIH3T3-HGL HSE-luciferase, MG132-induced, luminescence 8 h; hits give low values. activity change, negative = inhibition, % at 7.5 µM (by protocol). 300,000 tested, 0.77% active. AID 2098;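 active = more than half of replicate wells show activity change below -50%, luminescence cut by over half; inconclusive = some wells, but at most half, below -50%; inactive = no replicate well below -50%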;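 note: luciferase reports HSF-1 transcriptional activity via heat shock element; 0% = median of DMSO wells and -100% = zero luminescence signal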
# HIF activator: HIF pathway transcriptional activation. U2OS HRE-luciferase reporter, luminescence; normalized: DMSO 0%, desferrioxamine 100%. activation, % at 7.5 µM (by protocol). 300,000 tested, 0.32% active;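 active = mean activation of at least 10% of the iron chelator positive control signal, with at least half of replicates also reaching 10%; inconclusive = mean and replicate majority disagree about reaching 10%; inactive = mean and most replicates under 10%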
# Platelet DG rel: platelet dense granule release activity | AID 1663 | inhibition, %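 (compounds screened at 7.5 µM in platelet-rich plasma)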 | human platelet-rich plasma, SFLLRN dense granule ATP release, luminescence | 300,000 tested, 0.22% active;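 active = mean replicate score, as percent of positive control, at or above 50; inconclusive = mean below 50 but at least one replicate at or above 50; inactive = mean and every replicate below 50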
# aSyn UTR inh: MLPCN primary screen, SNCA 5' untranslated region; 300,000 tested, 0.82% active; AID 1813; alpha-synuclein 5'UTR reporter, inhibitor activity; inhibition, % (tested at 7.5 µM); in the data active = inhibition above about 60%; inconclusive = no clear call, values can overlap the other calls;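 note: H4 neuroglioblastoma cells stably carrying SNCA 5'UTR luciferase fusion; 0% = DMSO wells and 100% = positive control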
# * = called active by the depositor; ? = inconclusive; / = not tested or not shown.
SMILES,HDAC3 inhib,AI-2 QS mod,HSF-1 act,IEC-6 cytotox,KLF5 inh,HSP90 inh,HSF1 inh,HIF activator,Platelet DG rel,aSyn UTR inh
COc1ccc(CNc2ccc3c(c2)ncn3-c2ccccc2OC)cc1,-1,8,15,3,-1,-3,8,0.1,-12,5
COc1ccc(C2SCC(=O)N2c2nc3ccccc3s2)cc1 (stereo not drawn),5,20,23,6,-18,5,2,0.8,-8,-46
CCCNc1c(F)c(F)c2c(C)c3ccccc3nc2c1F,0,19,32,3,3,0,5,0.9,-18,-80
CCCCNC(=O)CCCCC(=O)N/N=C/c1cccc(Cl)c1,0,40,-1,3,7,1,1,0.1,10,12
CCOC(=O)Cc1csc(NC(=O)c2ccc3ncsc3c2)n1,9,12,1,-4,-36,9,-3,1.5,10,-60
Cc1cc(=O)[nH]c(-c2ccccc2OC(F)(F)F)n1,2,18,23,2,7,3,-3,0.1,-2,-12
O=C(NNC(=O)c1csc(N2CCOCC2)n1)c1cccnc1,?,11,4,/,/,/,-3,0.0,7,11
O=C(O)c1cc(-c2ccc3c(c2)OCCO3)n[nH]1,-5,-8,-2,-5,7,-3,2,-0.8,-3,6
O=C(NCC(=O)N(c1cccc(F)c1)C(C(=O)NC1CCCC1)c1cccnc1)c1cccs1 (stereo not drawn),-1,13,1,-1,9,-4,5,-0.4,-3,25
Cc1cs/c(=N\N=C2CCCCC2)n1Cc1ccco1,-2,16,-22,-8,-13,1,3,-1.6,0,11
N/C(=N\OC(=O)c1ccccc1Cl)c1cccc([N+](=O)[O-])c1,4,7,33,10,-72,12,24,1.7,4,-67
N#Cc1ccc(CSc2nnc(NC(=O)C3CC(=O)N(c4ccc5c(c4)OCCO5)C3)s2)cc1 (stereo not drawn),1,17,-6,5,12,2,-4,-0.7,11,19
CC(C)CC(C(=O)O)N1C(=O)C2C3CC(C2C1=O)C1C(c2ccccc2)c2sc(=O)[nH]c2SC31 (stereo not drawn),0,17,-11,5,1,-1,-7,-0.3,-6,21
COc1cccc(C(=O)N2CCN(CCCc3ccccc3)CC2)c1OC,7,/,/,9,14,2,/,/,/,/
Cc1ccc(OCC(=O)Nc2ccc(N(C)C)cc2)cc1,-2,21,12,0,4,-4,-9,0.2,-11,-2
N#Cc1nccnc1N1CCN(C(=O)Nc2ccccc2)CC1,/,17,-2,-6,3,4,-6,0.3,9,-14
Cc1ncc(CO)c2cc(C(N)=O)c(=Nc3ccccc3)oc12,-2,-3,-7,-1,10,1,-4,0.8,-11,12
CC(=O)Nc1ccc(SCC(=O)OCC(=O)NC(=O)NCCC(C)C)cc1,-1,23,-14,-9,-23,-1,-6,1.7,2,6
O=S(=O)(Nc1nc(CN2CCOCC2)nc2sc3c(c12)CCCC3)c1cc(F)ccc1F,-3,30,14,-1,8,-2,-3,0.1,-6,5
CCOC(=O)c1c(C)[nH]c(N=Nc2cccc(C)c2)c1C,?,47,48,-2,-26,-3,29,2.9,3,-211
O=C(NC1CCCC1)C1CCCN1S(=O)(=O)c1cccc2cccnc12 (stereo not drawn),5,11,4,-10,-14,-1,0,/,0,10
O=[N+]([O-])c1ccccc1N/N=C/c1ccc2c(c1)OCO2,/,14,65*,1,-34,1,44,1.4,27,-95
COc1ccc(OC)c(NC(=O)CSc2nnc(CNC(=O)c3cc(OC)c(OC)c(OC)c3)o2)c1,-1,40,8,-3,-31,-1,-4,-1.5,-2,0
Cc1ccccc1Nc1nc(N)nc(COC(=O)[C@@H](NC(=O)c2c(F)cccc2F)C(C)C)n1,0,-4,-1,/,/,/,-1,-0.6,-17,-7
Cc1cc(C)cc(N(C(C)C(=O)N2CCOCC2)S(C)(=O)=O)c1 (stereo not drawn),-1,21,-3,1,-9,-3,-6,-0.1,0,14
O=C(O)/C(=C\c1ccccc1OC(F)F)c1ccc(-c2ccccc2)cc1,5,20,1,0,-18,-4,-4,0.4,-2,-15
Cc1ccc(NC(=S)NC(NC(=O)N(C)C)C(Cl)(Cl)Cl)cc1 (stereo not drawn),0,30,-12,-3,-13,2,-5,0.6,0,4
O=C(Nc1ccn(Cc2ccccc2F)n1)c1ccc(COc2cccc(Br)c2)cc1,8,21,52*,2,-157,10,29,3.8,-3,-150
CC(C)Oc1ccc(S(=O)(=O)N2CCCCC2)cc1NC(=O)C1CSC2(C)CCC(=O)N12 (stereo not drawn),/,3,-2,/,/,/,0,-0.2,11,0
CC(C)OCCCNc1ncnc2c1[nH]c1ccc(F)cc12,-25,18,-20,32*,-33,0,2,2.0,0,-38
O=C(COC(=O)c1cncc(Br)c1)NCc1ccc(F)cc1,-7,19,-10,-4,-17,-1,-8,-0.6,-14,24
Cc1ccc(CN(C)C(=O)C2CCCN2C(=O)c2cccs2)o1 (stereo not drawn),6,25,11,-2,-17,-2,-3,-0.5,-8,-11
COc1cc2c(cc1OC)C(c1ccccc1N)=NCC2,-3,27,-1,1,-1,2,-4,-0.4,6,-1
COCCNC(=O)C(c1cccc(OC)c1)N(Cc1cccs1)C(=O)Cn1nnc2ccccc21 (stereo not drawn),-3,0,-28,-8,-12,0,-4,-0.4,10,8
COc1ccccc1CN1CCN(C(=O)c2ccncc2)CC1,2,8,-3,0,-32,2,0,-0.2,13,5
CCOC(=O)N1CCC2(CC1)C(C#N)=C(N)Oc1c2c(C)nn1-c1cccc(Cl)c1,0,41,9,-2,2,5,18,-0.5,0,-23
CCS(=O)(=O)c1ccc2oc(SCC(=O)Nc3ccc(OC)cc3OC)nc2c1,-2,6,-10,-2,-12,0,-2,0.1,-7,7
CC(C)n1c(=S)[nH]c2cc(C(F)(F)F)ccc21,4,-6,1,-2,-21,6,-6,0.1,8,11
CCOc1ccc(OCc2ccc(C(=O)N(CC)CC)cc2)cc1,2,8,14,2,-93,4,4,0.5,9,-155
CCOC(=O)/C(=N\Nc1ccc(Cl)cc1)Sc1nnc(-c2ccc(OC)cc2)n1C,3,3,34,-4,14,1,5,1.1,4,0
Cc1ccc(C2=NS(=O)(=O)N(C)C(C(=O)NCc3ccc4c(c3)OCO4)=C2)cc1,/,33,36,3,-10,2,7,0.2,1,-11
CNC(=O)/C(C#N)=C/c1ccc(-c2ccccc2[N+](=O)[O-])o1,-7,6,8,-4,-12,-1,-1,0.2,-4,-23
Cc1c(C(=O)N2CCC(C)CC2)sc2ncnc(N(C)c3ccccc3)c12,2,12,8,0,-10,-2,1,-0.6,0,16
CC(C)CNC(=O)CN1C(=O)NC2(CCCc3ccccc32)C1=O (stereo not drawn),2,23,-4,2,9,-5,0,-0.2,-6,16
CN(/N=C/c1cccnc1)c1cnc2ccccc2n1,-8,14,48,10,-63,3,18,1.1,6,-139
CCn1cnc2c1c(=O)n(CC(=O)OC)c(=O)n2Cc1ccccc1,-1,5,2,-4,-39,1,7,2.2,-4,20
CS(=O)(=O)N(CC(=O)N1CCCCC1)Cc1ccc(Cl)cc1,-1,1,25,4,-33,1,8,-0.4,-6,-3
O=C(Nc1nc(-c2ccc(Cl)s2)cs1)c1cccs1,-5,-2,42,4,-3,0,20,1.6,4,-276
CCCNc1c(NC(=O)c2ccc3c(c2)OCO3)c(=O)oc2ccccc12,1,20,-4,-5,-1,-4,2,0.3,6,3
Cc1c(C(=O)N(Cc2ccccc2)C2CCS(=O)(=O)C2)oc2ccccc12 (stereo not drawn),0,8,3,-6,-28,0,6,-0.1,-1,14
CCN1CCN(S(=O)(=O)c2ccc(Cl)c(C(=O)Nc3nnc(CC(C)C)s3)c2)CC1,6,24,8,-4,-25,0,7,0.0,2,10
CC(=O)Nc1ccc(OCC(=O)NCCc2ccc(Cl)cc2)cc1,-4,6,7,2,-13,3,5,0.1,-3,25
COc1ccc(NC(=O)C2CCCN2C(=O)NC2CCCCC2)c(OC)c1 (stereo not drawn),6,10,1,-8,-3,-2,-2,-0.2,0,-1
Cc1ccc(CN2CCSc3ccc(C(=O)NCCCN4CCN(C)CC4)cc32)cc1,-89,-12,-7,-3,-34,7,3,-0.2,4,-1

# Of the compounds above, these contain fluorine.
SMILES,HDAC3 inhib,AI-2 QS mod,HSF-1 act,IEC-6 cytotox,KLF5 inh,HSP90 inh,HSF1 inh,HIF activator,Platelet DG rel,aSyn UTR inh
CCCNc1c(F)c(F)c2c(C)c3ccccc3nc2c1F,0,19,32,3,3,0,5,0.9,-18,-80
Cc1cc(=O)[nH]c(-c2ccccc2OC(F)(F)F)n1,2,18,23,2,7,3,-3,0.1,-2,-12
O=C(NCC(=O)N(c1cccc(F)c1)C(C(=O)NC1CCCC1)c1cccnc1)c1cccs1 (stereo not drawn),-1,13,1,-1,9,-4,5,-0.4,-3,25
O=S(=O)(Nc1nc(CN2CCOCC2)nc2sc3c(c12)CCCC3)c1cc(F)ccc1F,-3,30,14,-1,8,-2,-3,0.1,-6,5
Cc1ccccc1Nc1nc(N)nc(COC(=O)[C@@H](NC(=O)c2c(F)cccc2F)C(C)C)n1,0,-4,-1,/,/,/,-1,-0.6,-17,-7
O=C(O)/C(=C\c1ccccc1OC(F)F)c1ccc(-c2ccccc2)cc1,5,20,1,0,-18,-4,-4,0.4,-2,-15
O=C(Nc1ccn(Cc2ccccc2F)n1)c1ccc(COc2cccc(Br)c2)cc1,8,21,52*,2,-157,10,29,3.8,-3,-150
CC(C)OCCCNc1ncnc2c1[nH]c1ccc(F)cc12,-25,18,-20,32*,-33,0,2,2.0,0,-38
O=C(COC(=O)c1cncc(Br)c1)NCc1ccc(F)cc1,-7,19,-10,-4,-17,-1,-8,-0.6,-14,24
CC(C)n1c(=S)[nH]c2cc(C(F)(F)F)ccc21,4,-6,1,-2,-21,6,-6,0.1,8,11
